Assay outcomes from PubChem.
GSIS activator: GLuc luminescence reporter in INS-1E cells, primary screen for activators of glucose-dependent secretion of insulin | AID 743287 | activation, % at 16.6 µM | hit rate 0.61% among 370,000 | INS-1E GLuc reporter insulin secretion, 2-3 h;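 active = lowest replicate activation of at least 40%, so every replicate reaches that level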;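 also: 0% = median of neutral control wells and 100% = median of IBMX positive control wells; some compounds called inactive have numbers as strong as hits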
C2C12 statin: suppressors of simvastatin-induced myotoxicity in C2C12 myotubes; rescue of ATP level, % at 7.49 µM; hit rate 0.78% among 330,000; ATP luminescence, 48 h; scaled: DMSO 0, geranylgeraniol control 100; AID 602340;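 active = mean ATP rescue above about 67%, or every replicate alone reaching that limit, limit read from the data, passing the limit was not always enough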;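 also: myotubes were challenged with 10 µM simvastatin during compound exposure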
PGC1a acetyl inh: modulators of PGC1a acetylation; inhibition, % at 15.6 µM; U2OS PGC1a acetylation, AlphaScreen anti-acetyl-lysine; with virally co-expressed GCN5 acetyltransferase; hit rate 0.17% among 350,000;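 active = every replicate shows inhibition of at least 40%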;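 also: 0% = neutral control wells and 100% = positive control wells; some results beyond the cut were filed as inactive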
F508del corr: correctors of CFTR F508del function in bronchial epithelial cells; CFBE cells, YFP halide quenching; stimulated with forskolin plus potentiator P3; % fluorescence drop versus neutral controls; activity (quench increase), % at 7.58 µM; hit rate 0.36% among 350,000;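 active = mean added fluorescence quench of at least 8% versus neutral control, with both replicates also reaching 8%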;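 also: cells transiently co-express mutant CFTR-F508del with the halide-sensitive YFP; corrector assay measuring rescue of mutant channel to the surface after 24 h compound exposure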
miR122 inh: miR-122 inhibition in Huh7 cells; Huh7 miR-122 Renilla luciferase sensor, 48 h; neutral wells = 0, positive control = 100; hit rate 0.3% among 340,000; activation (reporter increase), % at 12.5 µM;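 active = mean replicate activation score at least 90 and every replicate individually at or above 90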;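 also: higher luciferase means less miR-122 activity so hits act as miR-122 inhibitors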
FN deposit inh: fibronectin deposition inhibition | hit rate 0.086% among 350,000 | AH1F fibroblasts, Alexa488-fibronectin deposition fluorescence, overnight | inhibition, % at 12.6 µM | AID 743247;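 active = mean inhibition across replicates of 30% or more, regardless of how many single replicates reach that level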;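 also: positive control wells lacked labelled fibronectin entirely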
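material = AH1F fibroblast monolayer depositing Alexa488-labelled fibronectin into matrix | amount = 10000 AH1F cells/well | buffer or medium = DMEM plus 2% serum, read in PBS | incubation = 1 h cell adhesion before compound, then overnight fibronectin incubation | detection = fluorescence at 485 nm excitation, 525 nm emission | evaluation = percent inhibition as loss of matrix-bound fibronectin fluorescence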
Active calls of the source: *; x = not tested or not shown; [ ] = another dose, or the depositor's remark.

SMILES	GSIS activator	C2C12 statin	PGC1a acetyl inh	F508del corr	miR122 inh	FN deposit inh
COC(=O)c1ccc(C(C2C(=O)CC(C)(C)CC2=O)C2C(=O)CC(C)(C)CC2=O)cc1	x	5.8	x	-0.8	x	4.8
CC1(C)SC[C@H](C(=O)Nc2cccc(Cl)c2)N1C=O	x	-5.3	x	-0.6	x	-4.2
O=c1ccc(=O)n(-c2ccccc2)[nH]1	x	2.4	x	-2.4	x	13.4
CC1(C)C/C(=N/Nc2ccc([N+](=O)[O-])cc2[N+](=O)[O-])C(C)(C)O1	x	-3.4	x	-3.1	x	0.3
CN(C)CCSc1nc(O)c(-c2ccccc2)c(=O)n1-c1ccccc1	x	-11.5	x	0.2	x	-2.8
CCOC(=O)N(Cc1ccccc1)Cc1ccc(C(=O)N[C@@H](Cc2ccccc2)C(=O)O)cc1	x	1.1	x	-2.8	x	-14.2
COc1ccccc1NC(=O)c1cc(Cl)nc2ccccc12	x	3.8	x	-1.3	x	-6.4
COc1cc(OC)c(OC)cc1/C=N/NC(=O)c1ccc2nc[nH]c2c1	x	8.0	x	-2.6	x	14.2
COc1ccc(OC)c(N(CC(=O)Nc2ccccc2F)S(=O)(=O)c2ccccc2)c1	x	5.1	x	-0.5	x	1.2
Nn1c(SCc2cn3cc(Cl)ccc3n2)nnc1-c1ccncc1	x	x	x	0.9	-7.3	-0.8
CN1CCN(C(=O)c2ccc(Cl)c(S(=O)(=O)N3CCCCCC3)c2)CC1	x	x	x	-2.0	6.3	2.3
CCCn1nnnc1NCc1c(Cl)cccc1Cl	x	x	x	-2.1	8.4	9.9
CNC(=S)N(Cc1ccco1)Cc1cc2cc(OC)ccc2[nH]c1=O	x	x	x	3.7	-10.6	4.3
COC(=O)c1ccc(NC(=S)N2CCN(Cc3ccccc3OC)CC2)cc1	x	x	x	2.2	2.0	2.3
O=C(NN1C(=O)c2ccccc2C1=O)c1ccccc1[N+](=O)[O-]	x	x	x	-0.1	-17.2	9.6

Exported as labelled records: four of the compounds above.
CCOC(=O)N(Cc1ccccc1)Cc1ccc(C(=O)N[C@@H](Cc2ccccc2)C(=O)O)cc1
  GSIS activator: x; C2C12 statin: 1.1; PGC1a acetyl inh: x; F508del corr: -2.8; miR122 inh: x; FN deposit inh: -14.2

COc1ccccc1NC(=O)c1cc(Cl)nc2ccccc12
  GSIS activator: x; C2C12 statin: 3.8; PGC1a acetyl inh: x; F508del corr: -1.3; miR122 inh: x; FN deposit inh: -6.4

COc1cc(OC)c(OC)cc1/C=N/NC(=O)c1ccc2nc[nH]c2c1
  GSIS activator: x; C2C12 statin: 8.0; PGC1a acetyl inh: x; F508del corr: -2.6; miR122 inh: x; FN deposit inh: 14.2

COc1ccc(OC)c(N(CC(=O)Nc2ccccc2F)S(=O)(=O)c2ccccc2)c1
  GSIS activator: x; C2C12 statin: 5.1; PGC1a acetyl inh: x; F508del corr: -0.5; miR122 inh: x; FN deposit inh: 1.2

Carrying on:
SMILES	GSIS activator	C2C12 statin	PGC1a acetyl inh	F508del corr	miR122 inh	FN deposit inh
C=COCCNC(=S)N1CCOCCOCCN(C(=S)NCCOC=C)CCOCC1	x	x	x	1.8	0.5	1.8
CN1CCCN(c2ccc([N+](=O)[O-])cc2)CC1	x	x	x	1.9	2.2	7.1
CC(C)CCN1C(=O)c2ccc(C(=O)Nc3c[nH]c(=O)[nH]c3=O)cc2C1=O	x	x	x	1.3	-7.1	1.9
Cc1ccc(S(=O)(=O)N2CCCCC2)cc1NC(=O)c1ccncc1	25.2	19.8	x	1.5	x	x
CCOc1ccc(NC(=O)CN(C)C(=O)c2cc3c(s2)CCCCC3)cc1OCC	-16.1	-11.9	x	0.1	x	x
CCOc1ccc(C(=O)Nc2cc(Cl)ccc2-n2cncn2)cc1OC	13.5	-2.5	x	2.0	x	x
O=C(NNC(=O)c1ccccc1O)c1ccc(-c2ccc([N+](=O)[O-])cc2)o1	-19.0	-9.1	x	4.4	x	x
Cc1ccc(NS(=O)(=O)c2cccc(C(=O)NCCCN3CCCC3=O)c2)cc1	-2.8	11.7	x	-7.9	x	x
COc1ccccc1NS(=O)(=O)c1ccc(C(=O)N2CCN(c3ccccc3O)CC2)cc1	-9.2	-14.9	x	-8.3	x	x
CC(C)NC(=O)N(C)C[C@@H]1Oc2ccc(NS(=O)(=O)c3cccs3)cc2C(=O)N([C@@H](C)CO)C[C@H]1C	25.4	x	x	0.7	1.4[16.7 µM]	x
Cc1ccc([N+](=O)[O-])c(OCCCN2C(=O)NC(C)(C)C2=O)c1	0.9	x	x	0.2	9.6	x
CCS(=O)(=O)Nc1ccc2c(c1)C(=O)N(C)[C@@H]1CC[C@@H](CC(=O)N[C@H]3CCN(Cc4ccccc4)C3)O[C@@H]1CO2	7.5	17.7	x	x	x	3.6
COc1ccc(NC(=O)c2cc(S(=O)(=O)N3CCCC3)oc2C)cc1	10.6	-3.8	x	x	x	7.0
O=C(NCCN1CCCCC1)[C@@H]1N[C@@H]2c3ccc(-c4cccnc4)c(=O)n3C[C@@H]2[C@H]1CO	-1.0	16.2	x	x	x	-3.0
CCS(=O)(=O)Nc1ccc2c(c1)C(=O)N(C)[C@@H]1CC[C@@H](CC(=O)N[C@@H]3CCN(Cc4ccccc4)C3)O[C@@H]1CO2	8.3	2.5	x	x	x	-6.7
COC(=O)C[C@H]1CC[C@H]2[C@H](COc3ccc(NC(=O)Cc4cccs4)cc3C(=O)N2C)O1	-8.2	-1.4	x	x	x	-12.8
CCCCCCc1ccc(OCC(=O)O)cc1OCC(=O)O	5.5	x	x	x	-16.7	3.9
CCN1CCN(CCNC(=O)CSCc2nc(-c3ccc(OC)c(OC)c3)oc2C)CC1	14.6	x	x	x	-1.0	0.9
CCOc1ccccc1C(=O)NCCNC(=O)c1ccccc1OCC	x	x	-3.7	1.2	x	3.2
c1ccc2oc(-c3nn4c(Cn5cnc6ccccc65)nnc4s3)cc2c1	x	x	3.4	3.5	x	-4.9
Cc1c(N/C=C(\Cl)C(=O)C(F)(F)F)c(=O)n(-c2ccccc2)n1C	x	x	-2.6	1.2	x	4.4
O=C(O)CC12CC3CC(C1)CC(n1ncc(NCc4ccco4)c(Cl)c1=O)(C3)C2	x	x	-4.8	-0.6	x	6.6
CCCCCOc1ccc(C(=O)NCCC(=O)NCCCC(=O)OCC)cc1	x	x	10.8	-0.2	x	-1.6
O=C(c1[nH]ncc1-c1ccccc1)C1CO1 (centres undefined)	x	x	-6.0	-2.4	x	-4.2
C=CCOc1ccc(/C=C2\N=C(C)OC2=O)cc1OC	x	x	9.7	1.3	x	13.2
Cc1nc(N2CCOCC2)nc(N2CCC(C)CC2)c1[N+](=O)[O-]	x	x	-6.3	-1.3	x	3.9
NC(=O)/C(=C/c1ccco1)C(N)=S	x	x	17.0	3.3	x	0.1
Cc1nn(C)c2ncc(C(N)=O)c(Oc3cccnc3)c12	x	x	2.5	-0.5	x	1.5
CCN(CC)S(=O)(=O)c1ccc(C(=O)N(c2ccccc2)C2C=CS(=O)(=O)C2)cc1 (centres undefined)	x	x	46.1*	1.9	x	-0.3
CCOC(=O)c1cnc2c(c(C)nn2C)c1Oc1ccccc1F	x	x	8.5	0.0	x	-0.3
CC(=O)N1CCN(c2c(F)c(F)c(C(F)(F)F)c(F)c2F)CC1	x	x	-19.9	-1.7	x	7.2
Nc1ccc(C23CC4CC(CC(C4)C2)C3)cc1	x	x	3.9	0.8	x	1.0
COc1cc2c(cc1OC)CN(C(=O)c1ccc(S(=O)(=O)N3CCCC3)cc1)CC2	x	x	-6.2	-0.3	x	-8.6
O=C(CC1CC2CCC1C2)Nc1nc(-c2ccccn2)cs1 (centres undefined)	x	x	-0.1	-3.2	x	7.7
CCCc1nnc(NC(=O)C(=O)NCCN(CC)CC)s1	x	x	1.8	1.8	x	8.2
COC(=O)c1ccc(C2NC(=O)c3c(sc(C)c3C)N2)cc1 (centres undefined)	x	x	0.2	0.1	x	-1.2
NNC(=S)Nc1ccc(C(F)(F)F)cc1Cl	x	x	-7.0	1.7	x	7.1
CSc1sc(C(=O)NC(=O)NCc2cccnc2)c(C)c1-c1ccon1	x	x	15.8	-0.2	x	-1.8
CC(C)NC(=O)/C(C#N)=C/c1ccc(N(C)C)o1	x	x	-0.2	-2.8	x	-1.2
Cc1nnc(N/N=C/C(C)c2ccccc2)[nH]c1=O (centres undefined)	x	x	1.6	2.9	x	-7.1
CCC(=O)N1CC2(c3ccccc3)CN(C(=O)CC)CC(c3ccccc3)(C1)C2=O	x	x	-4.8	-0.6	x	9.7
O=C(NC(=S)NNC(=O)c1cnccn1)c1ccc(Cl)cc1	x	x	-3.5	-0.7	x	2.5
Cc1cc(Oc2ccc(=O)n(C)n2)nc(SCCOc2ccccc2)n1	x	x	7.1	-1.1	x	3.2
Cn1c(=O)[nH]c(=O)c2cc(C(=O)c3cc(F)ccc3O)cnc21	x	x	11.6	-0.9	x	-5.4
CC(=O)N(CCS(=O)(=O)c1ccc(Cl)cc1)Cc1cccs1	x	x	1.2	-0.8	x	0.1
CC(C)N(C(=O)NC(=O)Nc1ccc(S(=O)(=O)N2CCCC2)cc1)S(C)(=O)=O	x	x	-12.2	-3.6	x	-4.3
CC(C)c1ccc(N(CCc2ccccn2)C(=O)C(C)(C)C)cc1	x	x	-21.4	-0.6	x	9.0
OCC1(CC2CCCCO2)CCN(Cc2cccc(O)c2)CC1 (centres undefined)	x	x	6.0	3.3	x	1.1
Cc1cccc2nc3c(nc12)-c1ccccc1C3=O	x	x	2.4	-1.5	x	-1.7
Cc1cccc(NC(=O)C(=O)NCCCN2CCOCC2)c1	x	x	-2.6	-2.1	x	6.2
O=c1n(Cc2ccccc2)nc2n1-c1ccccc1SC2	x	x	5.2	-1.5	x	-6.8
CC(=O)Nc1ccc(C(=O)Nc2cccc(-c3cnc4ccccc4n3)c2)cc1	x	x	4.9	-2.4	x	-1.6
O=[N+]([O-])c1cccnc1Sc1ccccc1Cl	x	x	-6.1	-2.2	x	21.6
Cc1cccc(NC(=O)CSc2nnc(CCNC(=O)OC(C)(C)C)o2)c1C	x	x	5.7	-2.4	x	-4.4
c1ccc(C2=Nc3c(ccc4ccccc34)C(c3ccncc3)=NN2)cc1	x	x	-0.9	4.0	x	-13.1
CCOC(=O)C1=C(CNC(C)(C)CC(C)(C)C)NC(=O)NC1c1cccc([N+](=O)[O-])c1 (centres undefined)	x	x	-13.0	4.0	x	14.0
O=[N+]([O-])c1ccc(C2=NN(c3ccccc3)C(c3ccco3)C2)cc1 (centres undefined)	x	x	-4.3	-10.7	x	-50.8
CCOC(=O)c1cnc(Nc2ccccc2)nc1C(F)(F)F	x	x	-13.9	0.8	x	3.4
NNC(=O)c1ccc(COc2ccc([N+](=O)[O-])cc2)o1	x	x	9.8	-0.2	x	1.1
CC1(/[N+]([O-])=C/c2cccc(Cl)c2)CCCCC1=O (centres undefined)	x	x	-0.2	0.4	x	-1.9
The listing continues.
SMILES	GSIS activator	C2C12 statin	PGC1a acetyl inh	F508del corr	miR122 inh	FN deposit inh
CC1CCCC(NC(=O)COC(=O)c2ccccc2[N+](=O)[O-])C1C (centres undefined)	x	x	-1.6	0.6	x	-0.8
CCCc1c(C(=O)NNc2ccc(C)cc2)cnn1-c1ccccc1	x	x	4.6	1.0	x	-2.3
Cc1c(C)[n+](=O)c(-c2ccc(Br)cc2)c(C)n1[O-]	x	x	11.4	0.3	x	7.8
O=P(COCCOCCOCP(=O)(c1ccccc1)c1ccccc1)(c1ccccc1)c1ccccc1	x	x	-1.2	-0.7	x	-27.8
CC(=O)OC1CC(c2cc(C(C)(C)C)c(O)c(C(C)(C)C)c2)=NO1 (centres undefined)	x	x	0.8	1.6	x	9.0
Cc1cc(-c2ccccc2)cc(-c2ccccc2)[n+]1C	x	x	-1.3	0.2	x	-8.1
O=C(Nc1cccc(C(F)(F)F)c1)c1cc(Br)cc2c1OCC2	x	x	-4.2	0.0	x	-2.8
COc1ccc(NC(=O)c2csc(Cc3ccc(Cl)cc3)n2)cc1	x	x	-3.0	2.4	x	0.4
Cc1no[n+]([O-])c1COc1cccc(/C=N/Nc2nncn2N)c1	x	x	50.2*	-4.3	x	3.4
Cc1cccc(/N=C/C2=C(O)CC(C)(C)CC2=O)n1	x	x	-7.4	-0.2	x	0.0
CCCC[N+](CC#CCO)(CC#Cc1ccccc1)CCCC	x	x	-6.7	2.0	x	-1.3
Cc1ccc(NC(=O)C[n+]2cc(-c3ccccc3)n3c2CCC3)c(C)c1	x	x	3.5	-0.4	x	-2.8

A portion of the library. The share of hits here may be higher or lower than overall.
